Mtb BioA inh: M. tuberculosis BioA enzyme inhibitors, primary screen, biochemical, plate reader, single point, HTS | 7,8-diaminopelargonic acid synthase BioA (Mycobacterium tuberculosis) | inhibition, % at 9.99 µM | AID 602481, 2012 | purified M. tuberculosis BioA enzyme | hit rate 0.096% among 360,000; in the data active = inhibition above about 40%
* marks the source's active call; other numbers are inactive results. These rows are one share of the data; rates above refer to the full screens.

No.	SMILES	Mtb BioA inh
1	C[C@@H]1CN([C@@H](C)CO)C(=O)c2cccc(NC(=O)C3CCOCC3)c2O[C@H]1CN(C)C(=O)Nc1ccc2c(c1)OCO2	-0.3
2	O=C(C[C@H]1CC[C@H]2[C@@H](COC[C@H](O)CN2Cc2ccc(Oc3ccccc3)cc2)O1)N1CCN(c2ccccc2)CC1	1.0
3	O=C(NC1CCC1)[C@@H]1[C@@H](CO)[C@@H]2Cn3c(ccc(C4=CCCCC4)c3=O)[C@@H]2N1C(=O)C1CCOCC1	-2.4
4	C[C@@H]1CCCCO[C@H](CN(C)CC2CC2)[C@@H](C)CN([C@H](C)CO)C(=O)c2cc(NS(=O)(=O)c3cccs3)ccc2O1	0.7
5	COCC(=O)N(C)C[C@@H]1Oc2cc(C#C[C@@H](C)O)ccc2S(=O)(=O)N([C@@H](C)CO)C[C@@H]1C	0.4
6	C/C=C/c1ccc([C@@H]2[C@H]3CN(C(=O)Nc4cc(F)ccc4F)CCCCN3[C@H]2CO)cc1	-1.3
7	C[C@H](NC(=O)[C@H]1N[C@H]2c3ccc(-c4ccncc4)c(=O)n3C[C@H]2[C@@H]1CO)c1ccccc1	-1.4
8	O=C(C[C@H]1CC[C@H]2[C@@H](COC[C@H](O)CN2S(=O)(=O)c2ccc(F)cc2)O1)N[C@@H]1CCN(Cc2ccccc2)C1	2.3
9	C[C@@H]1CN([C@@H](C)CO)C(=O)c2cc(C#Cc3ccccc3F)cnc2O[C@@H]1CN(C)C	-0.9
10	O=C(CCN1CCCCC1)NCC[C@H]1CC[C@H](NC(=O)C2CC2)[C@@H](CO)O1	6.0
11	C[C@@H]1CCCCO[C@@H](CN(C)C(=O)CCCN(C)C)[C@@H](C)CN([C@@H](C)CO)C(=O)c2cc(NC(=O)Nc3ccc(C(F)(F)F)cc3)ccc2O1	2.0
12	COCCNC(=O)C[C@@H]1C[C@H]2c3cc(NS(=O)(=O)c4ccc(F)cc4)ccc3O[C@H]2[C@H](CO)O1	2.2
13	COc1ccc(S(=O)(=O)N(C)C[C@@H]2Oc3c(NC(=O)c4cc(C)nn4C)cccc3C(=O)N([C@H](C)CO)C[C@@H]2C)cc1	0.7
14	C[C@H](CO)N1C[C@H](C)[C@H](CN(C)Cc2ccccn2)Oc2cc(C#CC3CC3)ccc2S1(=O)=O	1.5
15	COc1ccccc1-c1cnc2c(c1)C(=O)N([C@@H](C)CO)C[C@@H](C)[C@@H](CN(C)C)O2	0.0
16	CCCNC(=O)C[C@H]1CC[C@@H]2[C@H](COC[C@H](O)CN2C(=O)CC)O1	-2.9
17	CC(C)CC#Cc1ccc2c(c1)O[C@H](CN(C)C(=O)c1ccccc1)[C@H](C)CN([C@H](C)CO)S2(=O)=O	5.1
18	COC(=O)C[C@H]1CC[C@H]2[C@H](COc3ccc(NC(=O)c4cnccn4)cc3C(=O)N2C)O1	-2.2
19	COc1ccc(NC(=O)Nc2ccc3c(c2)C(=O)N([C@@H](C)CO)C[C@H](C)[C@@H](CN(C)Cc2ccncc2)O3)cc1	2.8
20	CC(=O)N(C)C[C@@H]1Oc2cc(C#CC(C)C)ccc2S(=O)(=O)N([C@H](C)CO)C[C@H]1C	-1.9
21	COc1cccc(S(=O)(=O)N(C)C[C@@H]2Oc3ncc(/C=C/c4ccccc4)cc3C(=O)N([C@H](C)CO)C[C@@H]2C)c1	2.5
22	Cc1noc(C)c1NC(=O)N(C)C[C@@H]1Oc2ccc(NC(=O)Nc3ccccc3)cc2CC(=O)N([C@@H](C)CO)C[C@H]1C	3.1
23	COC(=O)[C@H]1[C@H](CO)[C@H]2Cn3c(ccc(/C=C/c4ccccc4)c3=O)[C@H]2N1C(=O)C1CCCC1	-0.3
24	C[C@H](CO)N1C[C@H](C)[C@H](CN(C)C)Oc2cc(/C=C/c3ccccc3)ccc2S1(=O)=O	1.4
25	O=C(O)C[C@@H]1C[C@@H]2c3cc(NC(=O)Nc4ccccc4)ccc3O[C@@H]2[C@H](CO)O1	-1.3
26	C[C@@H]1CN([C@H](C)CO)C(=O)c2cc(NC(=O)Nc3ccc(F)cc3)ccc2O[C@@H](C)CCCCO[C@@H]1CN(C)C(=O)C1CCCCC1	-1.2
27	CCCNC(=O)N1[C@H](CO)[C@H](c2ccc(-c3cccnc3)cc2)[C@@H]1C#N	8.5
28	CNC[C@H]1Oc2ccc(NS(=O)(=O)c3ccc(C)cc3)cc2C(=O)N([C@H](C)CO)C[C@@H]1C	-1.9
29	C[C@@H]1CCCCO[C@@H](CN(C)S(=O)(=O)c2ccc(F)cc2)[C@@H](C)CN([C@@H](C)CO)C(=O)c2cc(NC(=O)Nc3ccc(F)cc3)ccc2O1	-1.8
30	C[C@H]1CN([C@@H](C)CO)C(=O)c2cc(C#CC3(O)CCCC3)cnc2O[C@H]1CN(C)C(=O)CN(C)C	-2.3

Reformatted with each value named: four of the compounds above.
3. O=C(NC1CCC1)[C@@H]1[C@@H](CO)[C@@H]2Cn3c(ccc(C4=CCCCC4)c3=O)[C@@H]2N1C(=O)C1CCOCC1
- Mtb BioA inh: -2.4
4. C[C@@H]1CCCCO[C@H](CN(C)CC2CC2)[C@@H](C)CN([C@H](C)CO)C(=O)c2cc(NS(=O)(=O)c3cccs3)ccc2O1
- Mtb BioA inh: 0.7
5. COCC(=O)N(C)C[C@@H]1Oc2cc(C#C[C@@H](C)O)ccc2S(=O)(=O)N([C@@H](C)CO)C[C@@H]1C
- Mtb BioA inh: 0.4
6. C/C=C/c1ccc([C@@H]2[C@H]3CN(C(=O)Nc4cc(F)ccc4F)CCCCN3[C@H]2CO)cc1
- Mtb BioA inh: -1.3

Next section:
No.	SMILES	Mtb BioA inh
31	Cc1cccc(S(=O)(=O)N2CCCCN3[C@H](CO)[C@@H](c4ccc(C#C[C@@H](C)O)cc4)[C@@H]3C2)c1	-1.6
32	C[C@H](CO)N1C[C@H](C)[C@@H](CN(C)C(=O)Nc2cccc3ccccc23)OCCCC[C@H](C)Oc2ccc(NS(=O)(=O)c3ccc(Cl)cc3)cc2C1=O	-0.5
33	C[C@H](CO)N1C[C@H](C)[C@@H](CN(C)Cc2ccccn2)Oc2ncc(C#CC(C)(C)O)cc2C1=O	-1.4
34	O=C(C[C@@H]1CC[C@@H]2[C@H](COC[C@H](O)CN2S(=O)(=O)c2ccc(F)cc2)O1)NCC1CCCCC1	1.3
35	CO[C@H]1CN(C)C(=O)c2cc(NC(=O)C3CC3)ccc2OC[C@H](C)N(Cc2cncnc2)C[C@H]1C	2.1
36	O=C(c1ccncc1)N1C[C@H]2[C@@H](c3ccccc31)[C@@H](CO)N2C(=O)Nc1ccccc1Cl	-4.7
37	O=C(C[C@H]1CC[C@@H]2[C@H](COC[C@H](O)CN2Cc2ccc(Cl)cc2)O1)NCc1cccc(F)c1	5.2
38	C[C@@H]1CN([C@H](C)CO)C(=O)c2cc(C#Cc3ccccc3)cnc2O[C@H]1CN(C)C(=O)CN(C)C	2.6
39	CCC(=O)N1C[C@@H](C)[C@@H](OC)CN(C)C(=O)c2cc(NC(=O)Nc3cccc(F)c3)ccc2OC[C@H]1C	7.0
40	Cc1noc(C)c1S(=O)(=O)Nc1ccc2c(c1)C(=O)N([C@@H](C)CO)C[C@@H](C)[C@@H](CN(C)Cc1ccccc1)OCCCC[C@H](C)O2	3.0
41	CNC[C@H]1OCCCC[C@H](C)Oc2ccc(NC(=O)Nc3ccc(F)cc3)cc2C(=O)N([C@H](C)CO)C[C@@H]1C	-1.5
42	C[C@H](CO)N1C[C@H](C)[C@H](CN(C)C(=O)Nc2ccccc2)Oc2ncc(C#Cc3cccc(F)c3)cc2C1=O	0.9
43	CCS(=O)(=O)N1CCCCN2[C@H](C1)[C@H](c1ccc(-c3ccccc3)cc1)[C@@H]2CO	-3.7
44	C[C@@H]1CCCCO[C@H](CN(C)C(=O)Nc2ccc(F)cc2)[C@H](C)CN([C@@H](C)CO)C(=O)c2cc(NC(=O)Nc3ccc(F)cc3)ccc2O1	-0.9
45	C[C@@H]1CN([C@@H](C)CO)C(=O)c2cc(NC(=O)Cc3ccccc3)ccc2O[C@@H](C)CCCCO[C@@H]1CN(C)C(=O)NC1CCCCC1	4.7
46	COCCNC(=O)C[C@@H]1C[C@H]2c3cc(NC(=O)Nc4ccc(OC)cc4)ccc3O[C@H]2[C@@H](CO)O1	-1.2
47	C[C@H]1CN([C@@H](C)CO)C(=O)CCCn2cc(nn2)CO[C@H]1CN(C)C(=O)Nc1ccc(N2CCN(C)CC2)cc1	-0.1
48	O=S(=O)(Cc1ccccc1)NCC[C@H]1CC[C@H](NS(=O)(=O)c2ccc(F)cc2)[C@H](CO)O1	0.1
49	C[C@H](CO)N1C[C@H](C)[C@@H](CN(C)C(=O)Cc2ccccc2)OCCCC[C@H](C)Oc2ccc(NC(=O)Cc3ccccc3)cc2C1=O	-0.9
50	COc1ccccc1-c1ccc([C@H]2[C@H](CO)N3CCCCN(Cc4ccncc4)C[C@@H]23)cc1	-0.2
51	C[C@@H]1CN([C@@H](C)CO)S(=O)(=O)c2ccc(C#CC3CC3)cc2O[C@@H]1CN(C)C(=O)C1CCCCC1	0.4
52	Cn1cnc(S(=O)(=O)N2CCCCN3[C@H](C2)[C@@H](c2ccc(-c4cccc(F)c4)cc2)[C@@H]3CO)c1	3.0
53	C[C@H]1CN([C@@H](C)CO)C(=O)c2cc(NC(=O)C3CCCCC3)ccc2O[C@@H]1CN(C)CC1CCCCC1	0.0
54	C/C=C/c1cnc2c(c1)C(=O)N([C@H](C)CO)C[C@H](C)[C@H](CN(C)S(=O)(=O)c1ccc(OC)cc1)O2	-1.6
55	C[C@H](CO)N1C[C@H](C)[C@@H](CN(C)C(=O)Nc2ccc3c(c2)OCO3)OCCCC[C@H](C)Oc2ccc(NC(=O)Nc3ccc(F)cc3)cc2C1=O	-0.5
56	C[C@@H]1CN([C@H](C)CO)C(=O)c2cccc(NS(=O)(=O)c3cn(C)cn3)c2O[C@H]1CN(C)C(=O)Nc1ccccc1	-0.1
57	COc1cccc(S(=O)(=O)N[C@H]2CC[C@H](CCn3cc(-c4ccc(F)cc4)nn3)O[C@@H]2CO)c1	1.8
58	COCC(=O)N(C)C[C@@H]1Oc2cc(-c3ccc(C)cc3)ccc2S(=O)(=O)N([C@H](C)CO)C[C@H]1C	2.0
59	CCC(=O)N1[C@H](CO)[C@H](c2ccc(-c3ccc(F)cc3)cc2)[C@H]1CNC(C)=O	5.1
60	CC(C)NC(=O)N(C)C[C@H]1OCCCC[C@H](C)Oc2ccc(NC(=O)Cc3ccccc3)cc2C(=O)N([C@H](C)CO)C[C@@H]1C	1.0

No.	SMILES	Mtb BioA inh
61	Cc1ccc(S(=O)(=O)N[C@H]2CC[C@H](CC(=O)NCCc3ccncc3)O[C@H]2CO)cc1	-5.0
62	C[C@@H]1CN([C@H](C)CO)S(=O)(=O)c2ccc(-c3ccncc3)cc2O[C@@H]1CN(C)C	0.3
63	CCCC(=O)Nc1ccc2c(c1)C(=O)N(C)[C@H]1CC[C@@H](CC(=O)NC3CCCC3)O[C@H]1CO2	-1.0
64	CCC(=O)Nc1ccc2c(c1)C(=O)N(C)[C@@H]1CC[C@H](CC(=O)NCCCN(C)C)O[C@H]1CO2	2.0
65	C[C@@H]1CN([C@H](C)CO)C(=O)c2cc(NC(=O)Nc3ccc(C(F)(F)F)cc3)ccc2O[C@@H](C)CCCCO[C@@H]1CN(C)S(=O)(=O)c1ccc(F)cc1	0.2
66	CN(C)CC(=O)Nc1ccc2c(c1)[C@@H]1C[C@@H](CC(=O)N3CCOCC3)O[C@H](CO)[C@@H]1O2	-2.6
67	O=C(NCC[C@@H]1CC[C@@H](NC(=O)C2CCOCC2)[C@H](CO)O1)Nc1ccc(Cl)cc1	-4.8
68	C/C=C/c1ccc2c(c1)O[C@H](CN(C)S(=O)(=O)c1ccccc1)[C@H](C)CN([C@@H](C)CO)S2(=O)=O	-3.7
69	C[C@H]1CN([C@@H](C)CO)C(=O)c2cc(C3=CCCCC3)cnc2O[C@H]1CN(C)C(=O)c1cccnc1	2.8
70	O=C(CC1CC1)Nc1ccc2c(c1)[C@H]1C[C@H](CC(=O)N3CCCCC3)O[C@@H](CO)[C@H]1O2	2.1
71	COc1ccccc1S(=O)(=O)N1CC[C@@H]2[C@H]1c1cc(-c3ccc(F)cc3)ccc1N(C)[C@H]2CO	1.1
72	C[C@H](CO)N1C[C@H](C)[C@H](CN(C)Cc2ccncc2)Oc2ccc(NC(=O)C3CCCCC3)cc2C1=O	-0.3
73	CCCN(C)C[C@H]1Oc2cc(-c3cccc(C#N)c3)ccc2S(=O)(=O)N([C@@H](C)CO)C[C@H]1C	2.7
74	C[C@H](NC(=O)C[C@H]1CC[C@@H]2[C@H](COc3ccc(NC(=O)C4CCOCC4)cc3C(=O)N2C)O1)c1ccccc1	-2.8
75	CCC(=O)Nc1ccc2c(c1)OC[C@H](C)N(C(C)=O)C[C@@H](C)[C@@H](OC)CN(C)C2=O	-1.3
76	C[C@H](CO)N1C[C@H](C)[C@@H](CN(C)C(=O)c2ccccc2F)Oc2cc(-c3ccc(F)cc3)ccc2S1(=O)=O	-0.4
77	CCC(=O)NC[C@@H]1[C@@H](c2ccc(-c3cccc(F)c3)cc2)[C@@H](CO)N1C(=O)CC	4.8
78	C[C@H](CO)N1C[C@H](C)[C@H](CN(C)C(=O)Nc2ccc3c(c2)OCO3)Oc2ccc(NS(=O)(=O)c3ccccc3)cc2C1=O	-1.0
79	C[C@@H]1CCCCO[C@@H](CN(C)C(=O)Cc2ccccc2)[C@H](C)CN([C@H](C)CO)C(=O)c2cc(NC(=O)c3ccccc3)ccc2O1	1.1
80	C[C@@H]1CN([C@@H](C)CO)C(=O)c2cc(-c3ccccc3)cnc2O[C@H]1CN(C)C(=O)Cc1ccccc1	5.2
81	C[C@@H]1CN([C@@H](C)CO)C(=O)Cc2cc(NC(=O)Nc3ccc(C(F)(F)F)cc3)ccc2O[C@@H]1CN(C)C	2.9
82	C[C@H]1CN([C@@H](C)CO)S(=O)(=O)c2ccc(/C=C/c3ccccc3)cc2O[C@H]1CN(C)CC1CC1	-1.1

Compound activity deposited in PubChem by Broad Institute.
